MEP2 TOR yeast: alters MEP2-GFP fluorescence in TOR pathway yeast screen. S. cerevisiae MEP2-GFP strain, flow cytometry GFP, 3 h; 100% = DMSO control level. AID 2016. 330,000 compounds, 0.51% hits. GFP response vs DMSO, % at 10 µM;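 active means GFP response versus DMSO above a set limit, roughly screen mean plus 3 SD, cut at about 180% in these data; inconclusive means fewer than 70 cells counted for a yeast strain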;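 further: median GFP fluorescence of the barcode-gated MEP2-GFP cells per well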
GRK2 inh: blocks RNA aptamer binding to human GRK2; P25098; bead flow cytometry, FAM-aptamer displacement from GRK2; inhibition of aptamer binding, % at 10 µM; 330,000 compounds, 0.59% hits;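 active means inhibition of aptamer binding above 40%, roughly 3 SD of noise, on plates passing a quality check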;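 further: median bead fluorescence of bound FAM aptamer so fluorescent compounds give negative values; no value below 0 was filed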
LAP4 TOR yeast: yeast TOR pathway LAP4-GFP modulation; 320,000 compounds, 0.34% hits; GFP response vs DMSO, % at 10 µM; S. cerevisiae LAP4-GFP multiplex, flow cytometry GFP, 3 h; median GFP as percent of DMSO wells;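 active means GFP response vs DMSO above a set limit, about the screen mean plus 3 SD, cut at about 150% in these data; inconclusive means under 70 cell events counted for the yeast strain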
RPL19A-GFP yeast: modulators of TOR pathway RPL19A-GFP in S. cerevisiae. S. cerevisiae RPL19A-GFP strain, flow cytometry, 3 h; hits give low values. 330,000 compounds, 0.3% hits. percent response vs DMSO, % at 10 µM;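 active means percent response vs DMSO below 50%; inconclusive means fewer than 70 events counted for the yeast strain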;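 further: median channel GFP fluorescence of the barcoded RPL19A-GFP strain; ratio of sample median GFP to plate DMSO average so 100% = DMSO; lower means less RPL19A-GFP as with rapamycin TOR inhibition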
VLA-4 inh: inhibition in a human VLA-4 binding assay; P13612; VLA-4 expressing cells, ligand binding flow cytometry; inhibition, % (about 7 µM as worked out from the volumes in the protocol); 330,000 compounds, 0.2% hits; AID 2557; in the data active means inhibition above about 50%
Target sequence (P13612 whole entry, looked up): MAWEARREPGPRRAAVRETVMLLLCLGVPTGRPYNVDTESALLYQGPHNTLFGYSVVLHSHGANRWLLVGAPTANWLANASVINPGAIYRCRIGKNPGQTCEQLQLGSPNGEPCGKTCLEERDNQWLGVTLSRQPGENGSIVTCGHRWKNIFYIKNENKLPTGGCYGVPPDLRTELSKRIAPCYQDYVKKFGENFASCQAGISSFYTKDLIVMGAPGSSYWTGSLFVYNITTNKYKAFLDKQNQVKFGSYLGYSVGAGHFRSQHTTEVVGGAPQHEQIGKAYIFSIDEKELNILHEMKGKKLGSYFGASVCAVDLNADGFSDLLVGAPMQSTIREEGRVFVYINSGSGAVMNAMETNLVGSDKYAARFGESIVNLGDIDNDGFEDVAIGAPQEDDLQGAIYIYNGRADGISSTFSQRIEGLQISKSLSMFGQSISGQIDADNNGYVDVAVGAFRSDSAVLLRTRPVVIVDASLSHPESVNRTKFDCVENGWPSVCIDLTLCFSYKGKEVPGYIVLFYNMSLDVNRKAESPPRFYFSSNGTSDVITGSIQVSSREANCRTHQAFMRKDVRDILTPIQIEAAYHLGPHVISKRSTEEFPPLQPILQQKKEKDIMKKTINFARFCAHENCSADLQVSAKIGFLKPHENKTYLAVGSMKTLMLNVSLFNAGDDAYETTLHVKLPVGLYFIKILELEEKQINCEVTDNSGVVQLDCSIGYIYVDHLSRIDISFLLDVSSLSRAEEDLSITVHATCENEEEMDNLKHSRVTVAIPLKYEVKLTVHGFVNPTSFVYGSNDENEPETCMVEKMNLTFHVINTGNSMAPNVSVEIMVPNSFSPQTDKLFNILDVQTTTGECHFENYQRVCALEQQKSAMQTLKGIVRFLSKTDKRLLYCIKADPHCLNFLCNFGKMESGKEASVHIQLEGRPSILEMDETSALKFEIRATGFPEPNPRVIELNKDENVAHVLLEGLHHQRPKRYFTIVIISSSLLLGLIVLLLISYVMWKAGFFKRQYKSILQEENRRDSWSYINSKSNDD
CR mimetic SO: lowers age-related superoxide in aged yeast cells; S. cerevisiae aged cells, superoxide DHE fluorescence; hits give low values; superoxide response (% of plate mean), % at 10 µM; 330,000 compounds, 0.18% hits;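 active means superoxide response under a set limit, about three screen SD below normal, cut at about 65% in these data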;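 further: yeast aged for seven days with compound at 30 °C before DHE staining; 100% = average MFI of all compound-treated wells on the plate with controls excluded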
CIT2 TOR yeast: yeast TOR pathway CIT2-GFP modulation | GFP response vs DMSO, % at 10 µM | 320,000 compounds, 0.065% hits | S. cerevisiae CIT2-GFP strain, flow cytometry, 3 h; 100 means same as DMSO wells;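 active means GFP response relative to DMSO above a set limit, near the screen mean plus 3 SD, cut at about 150% in these data; inconclusive means Fewer than 70 cells measured for a yeast strain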;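 further: ratio of well median GFP fluorescence to mean of DMSO wells on the plate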
AGP1-GFP MLPCN: yeast TOR pathway AGP1-GFP modulation | 320,000 compounds, 0.02% hits | S. cerevisiae AGP1-GFP multiplex flow cytometry, 3 h; GFP as percent of DMSO wells | AID 2066 | GFP response vs DMSO, % at 10 µM;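 active means GFP response relative to DMSO above a set limit, near screen average plus 3 SD, cut at about 150% in these data; inconclusive means fewer than 70 cells counted for the yeast strain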;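 further: median GFP channel fluorescence of the gated AGP1 strain per well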
* = called active by the depositor; ? = inconclusive; . = not tested or not shown; [ ] = remark or other dose.

SMILES	MEP2 TOR yeast	GRK2 inh	LAP4 TOR yeast	RPL19A-GFP yeast	VLA-4 inh	CR mimetic SO	CIT2 TOR yeast	AGP1-GFP MLPCN
Cc1nc(-c2cc(-c3nc(-c4cc(C(F)(F)F)cc(C(F)(F)F)c4)no3)no2)cs1	103	5	132	101	-6	108	106	114
CN1N=C2c3ccccc3CCC2C1c1ccc(C(F)(F)F)cc1 (stereo unspecified)	91	0	101	92	27	113	91	105
O=C(CN1CCCCCC1)OCCN=C1NS(=O)(=O)c2ccccc21	102	1	99	99	2	102	93	99
CCOC(=O)c1sc(=NC(=O)/C=C/c2cccs2)n(C)c1C	112	1	100	82	-8	99	95	93
CC(=O)c1ccc(NC(=O)COc2ccccc2C(=O)Nc2ccccc2)cc1	92	0	86	101	4	106	96	100
O=C(CSc1nnc2scc(-c3ccccc3)n12)Nc1ccc2c(c1)OCCO2	102	0	98	98	2	136	100	91
CC(=O)Nc1ccc(S(=O)(=O)Nc2nc3ccccc3nc2Nc2ccc(S(N)(=O)=O)cc2)cc1	92	2	92	89	1	112	86	89
O=C(CSc1nnc(-c2ccccn2)n1-c1ccccc1)Nc1ccc2c(c1)OCO2	103	0	95	94	11	99	105	100
O=C(CN(c1ccccc1)S(=O)(=O)c1ccccc1)Nc1ccccc1C(=O)NCc1ccco1	102	0	99	102	-5	98	97	95
O=C(CSc1ccsc1[N+](=O)[O-])NC1CCCC1	204*[may fluoresce violet]	4	76[may fluoresce violet]	72[may fluoresce violet]	19	140	?	?
COc1ccc(C(=O)NCCOc2cccc(OC)c2)cc1	104	0	99	102	9	90	98	102
O=C(COC(=O)c1ccccc1Br)NCCc1ccc(F)cc1	87	0	88	93	1	101	81	94
CCc1cccc2c(C(=O)COC(=O)c3ccc(O)cc3)c[nH]c12	97	0	99	96	5	99	103	97
COc1cc(C(=O)Nc2ccc(C(=O)NCC3CCCO3)cc2)cc(OC)c1OC (stereo unspecified)	109	1	98	107	11	95	107	104
O=S(=O)(NCC1CC1)c1ccc(F)c(Cl)c1	96	0	93	101	2	114	107	96
C/C(=N/NC(=O)CCc1ccccc1)c1ccco1	106	2	111	106	8	78	103	103
O=C(/C=C/c1ccccc1Cl)Nc1ccc2c(c1)C(=O)NC2=O	102	3	101	99	11	107	95	99
CC(C)CCNC(=O)c1ccc2c(c1)ncn2C1CCCC1	96	0	98	98	-8	95	93	95
O=C1C2CCCN2C(c2ccccc2)N1c1cccc(Cl)c1 (stereo unspecified)	102	0	104	102	-11	105	105	103
CC(=O)N(CC(=O)O)c1ccccc1	108	0	108	115	14	99	109	113
COC(=O)C(C)C1Sc2ccccc2NC1=O (stereo unspecified)	103	2	102	104	3	97	101	108
CCOc1ccccc1NC(=S)NCc1ccccc1	111	0	107	84	3	102	81	89
C=CCOc1cccc(C2C(C(=O)c3ccco3)=C(O)C(=O)N2CCN(CC)CC)c1 (stereo unspecified)	100	2	99	100	2	94	101	100
CCOC(=O)c1[nH]c2ccc(Cl)cc2c1-c1ccccc1	97	1	98	94	-3	103	89	95
NC(=O)N(CCC(=O)O)c1ccccc1	107	78*	114	91	17	119	90	100
Cc1ccccc1-n1c(Cn2c(=O)sc3ccccc32)nnc1SC(C)C	102	4	116	105	-24	103	108	96
CC(NO)/C(=N\O)c1cccs1 (stereo unspecified)	105	0	111	100	18	106	105	106
N#Cc1nc(-c2ccc([N+](=O)[O-])cc2)oc1N1CCCCC1	105	2	96	104	4	92	97	103
COc1ccc(CN2CCN(C(=O)c3cccc(OC)c3OC)CC2)cc1OC	96	0	97	100	9	104	96	99
Cc1cc(C)n(C/C=C/Cn2nc(C)cc2C)n1	105	2	102	101	-10	91	107	103
Cc1c(Cc2ccccc2)c(=O)oc2cc(OCC(=O)N3CCC(C(N)=O)CC3)ccc12	109	0	105	101	-14	81	104	106
O=C(NCC(c1ccco1)N1CCc2ccccc21)c1ccccc1Br (stereo unspecified)	100	0	95	94	10	96	101	102
Cc1ccccc1C(=O)NC1CCN(CC(=O)NCc2cccs2)CC1	93	2	90	100	2	105	103	94
CC(=O)Nc1ccc(CN2CCCCCC2)cc1	91	1	91	101	15	103	96	99
COc1cccc(NC(=O)CC2(CC(=O)O)CCCC2)c1	105	1	117	108	8	131	.	105
Oc1ccc(/C=N\Nc2cc(N3CCOCC3)nc(N3CCOCC3)n2)c(O)c1	127	2	98	102	19	89	104	98

Part of the list above, with two lines to a compound.
Results follow in this order: MEP2 TOR yeast | GRK2 inh | LAP4 TOR yeast | RPL19A-GFP yeast | VLA-4 inh | CR mimetic SO | CIT2 TOR yeast | AGP1-GFP MLPCN
- N#Cc1nc(-c2ccc([N+](=O)[O-])cc2)oc1N1CCCCC1
  105 | 2 | 96 | 104 | 4 | 92 | 97 | 103
- COc1ccc(CN2CCN(C(=O)c3cccc(OC)c3OC)CC2)cc1OC
  96 | 0 | 97 | 100 | 9 | 104 | 96 | 99
- Cc1cc(C)n(C/C=C/Cn2nc(C)cc2C)n1
  105 | 2 | 102 | 101 | -10 | 91 | 107 | 103
- Cc1c(Cc2ccccc2)c(=O)oc2cc(OCC(=O)N3CCC(C(N)=O)CC3)ccc12
  109 | 0 | 105 | 101 | -14 | 81 | 104 | 106
- O=C(NCC(c1ccco1)N1CCc2ccccc21)c1ccccc1Br (stereo unspecified)
  100 | 0 | 95 | 94 | 10 | 96 | 101 | 102

Next part
SMILES	MEP2 TOR yeast	GRK2 inh	LAP4 TOR yeast	RPL19A-GFP yeast	VLA-4 inh	CR mimetic SO	CIT2 TOR yeast	AGP1-GFP MLPCN
O=C(Nc1cnn(Cc2ccc(F)cc2)c1)c1cnccn1	97	2	90	91	5	111	94	90
O=C(CCc1ccccc1)NC1(Cc2ccccc2)CCN(CCCc2ccccc2)C1=O (stereo unspecified)	94	0	97	93	12	88	94	100
CCN(c1ccc(Cl)cc1)S(=O)(=O)c1nnc(NC(=O)C(C)C)s1	98	2	83	96	-1	106	99	88
CSCc1ccc(C(=O)N2CCC(CCC(=O)N(C)Cc3ccccc3)CC2)o1	95	29	96	102	8	93	99	101
CCOc1ccc(-c2ncncc2-c2ccc(OC)c(OC)c2)c(O)c1	109	6	91	106	7	101	103	103
C/C=C/C(=O)N1c2ccccc2C(C)=CC1(C)C	109	0	90	114	9	118	97	96
O=C(Nc1nc(-c2ccccc2)cs1)c1cccc([N+](=O)[O-])c1C(=O)O	120	0	101	114	4	111	112	109
CC(C(=O)Nc1ccccc1F)N1C(=O)c2ccccc2C1=O (stereo unspecified)	105	1	101	98	4	97	107	103
CCOc1ccc(OCCC(=O)N(CCC2=CCCCC2)c2c(N)n(Cc3ccccc3)c(=O)[nH]c2=O)cc1	98	0	102	99	6	98	92	101
COc1ccc(Oc2cccc(Cl)c2CNC(=O)CCCC(=O)O)cc1	106	0	.	106	-3	113	.	.
C=C/C(C)=C/CC1C(=C)CCC2C(C)(C(=O)O)CCCC12C (stereo unspecified)	104	2	101	93	21	101	87	94
COCCn1c(SCC(=O)Nc2ccc(NC(=O)c3ccco3)c(OC)c2)nc2ccccc2c1=O	103	0	93	96	-7	89	104	104
Cc1cccn2c(=O)c3cc(C(=O)NCC4CCCO4)c(=N)n(Cc4cccnc4)c3nc12 (stereo unspecified)	?	0	?	12*[may fluoresce violet]	14	91	?	?
Cc1cc(OCC(=O)N2CCN(c3ccccc3)CC2)c2c(C)c(C)c(=O)oc2c1	97	0	96	97	3	81	100	100
Clc1ccccc1CSc1nnc(Cn2cnc3ccccc32)n1-c1ccccc1	100	0	101	102	3	106	90	96
Cc1ccc(C(=O)/C=C/c2ccc(Br)cc2)o1	98	1	112	96	15	100	97	99
CC(C)(NC(=O)NC(CO)c1ccccc1)c1cccc(C(C)(C)NC(=O)NC(CO)c2ccccc2)c1 (stereo unspecified)	91	0	113	107	6	97	117	99
Cn1nnnc1SCC(=O)Nc1cc(C(F)(F)F)ccc1N1CCOCC1	105	6	93	109	31	96	108	105
COc1ccc(C(=O)NCCc2nnc3ccc(SCC(=O)N4CCCC4)nn23)cc1	98	0	93	99	10	116	99	107
O=C(NCC1CCCO1)c1cc(-c2ccc(Cl)cc2Cl)on1 (stereo unspecified)	108	2	119	100	4	98	100	97
CCN1CC=C2C(C#N)=C(N)C(C#N)(C#N)C(CCc3ccccc3)C2C1 (stereo unspecified)	105	0	101	99	-256	80	103	109
Cc1ccc(CCNC(=O)c2sc3nc4n(c(=O)c3c2C)CCC4)cc1	98	2	128	100	-4	88	104	106
O=C(CNC(=O)c1cn2ccccc2n1)Nc1ccc(F)c(F)c1	98	2	103	98	-6	87	96	103
COc1ccccc1NC(=O)N1CCCC1C(=O)NCc1ccc(F)cc1 (stereo unspecified)	101	1	92	100	5	97	.	98
COc1ccc(OC)c(N=c2oc3c(OC)cccc3cc2C(=O)NCc2ccco2)c1	102	0	87	101	-2	94	104	103
CC(=O)c1ccc(S(=O)(=O)Nc2cccc(-c3ccc4nncn4n3)c2)cc1	107	1	89	104	-1	91	104	101
CC1CCCN(CCCNC(=O)CN2C(=O)CSc3ccc(S(=O)(=O)N4CCOCC4)cc32)C1 (stereo unspecified)	94	0	94	107	16	92	106	107
COc1ccc(NC(=O)C(=O)NNC(=O)c2ccc(Cl)cc2Cl)cc1	96	0	98	97	11	162	98	98
CCC1(c2ccc(Cl)cc2)NC(=S)N(c2ccc(C)cc2)N1 (stereo unspecified)	104	9	105	107	5	108	108	107
CCc1noc(C)c1C(=O)OCC(=O)NC(=O)c1ccccc1OC	100	1	101	104	2	106	98	104
Cc1cccc(C2(c3cccc(C)c3)OC(=O)c3ccccc32)c1	103	0	92	100	15	104	102	102
COc1cc(C(=O)NC(C)c2cccc3ccccc23)cc(OC)c1OC (stereo unspecified)	106	1	94	104	7	96	108	105
CC(=NNC(=O)c1cccc(S(=O)(=O)N2CCCC2)c1)c1ccccc1	98	0	92	95	1	128	93	87
COc1ccc(Cl)cc1NC(=O)CN(C)C(=O)Cc1ccsc1	97	1	107	97	22	104	89	105
Cc1cnc(NC(=O)c2ccc3c(c2)C(=O)N(Cc2cccnc2)C3=O)s1	93	2	66	104	11	93	84	90
Cc1ccc(CN2CCC(CNC(=O)Nc3ccccc3F)CC2)cc1	111	0	93	103	-4	91	104	100
CC1CN(C(=O)Nc2ccc3snnc3c2)c2ccccc21 (stereo unspecified)	105	2	99	96	-17	95	92	92
COc1ccccc1NC(=O)c1ccccc1NS(C)(=O)=O	101	0	95	98	8	102	101	98
COc1ccc(C(CC(=O)N2CCN(c3ccccc3)CC2)c2c(OC)cc(OC)c3ccc(=O)oc23)cc1 (stereo unspecified)	98	2	134	100	0	103	124	94
COCCCNC(=S)NNC(=S)Nc1cccc(Cl)c1	98	0	102	96	6	100	96	102
O=S(=O)(Nc1cccc(-c2nc3cccnc3s2)c1)c1ccc2c(c1)OCCO2	111	1	124	100	-6	117	96	94
C=C1SC(=Nc2c(C)cc(C)cc2C)N(C(=O)c2sc3ccccc3c2Cl)C12CCCCC2	107	0	93	101	8	102	99	95
COc1ccc(NC2CCCN(C(=O)c3ccncc3)C2)cc1 (stereo unspecified)	91	1	86	93	0	101	102	100
O=C(CCC(NC(=O)OCc1ccccc1)C(=O)O)OCc1ccccc1 (stereo unspecified)	95	2	88	97	2	80	91	94
COc1ccc(CC(=O)NCC(C)(C)N2CCOCC2)cc1	92	3	97	88	29	92	101	93
COC(=O)c1sc2ccc(C)cc2c1C(=O)OC	107	1	106	100	-1	76	98	99

Hits appear at their usual frequency, and some 1.7% of all compounds hit somewhere here.
